Screens from PubChem.
Vif-APOBEC3G blk: inhibitors of Vif-APOBEC3G interaction. hit rate 0.076% among 410,000. Q9HC16. AID 602310. HeLa A3G-eYFP + Vif (tagged APOBEC3G with the HIV-1 protein that degrades it), YFP fluorescence, overnight. Potency, µM (titrated, usually from 46.1 µM), inactives show at the highest dose activity, negative = active, hits mostly inhibitors;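 also: potency is read from the fitted curve at half-maximal effect; % is scaled to controls: 0 for no effect and ±100 for the full control effect; nearly all actives have a fitted effect of over 60% in size; hits raise eYFP signal because A3G escapes Vif-driven loss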
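HeLa cells stably expressing Vif and C-terminally eYFP-tagged A3G, seeded overnight at 37 deg C, then exposed to compound by pintool overnight at 37 deg C. Rise in yellow fluorescence (Ex 488/Em 500-530, Acumen) marks blocked Vif-driven A3G degradation.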
RXFP1 ag: RXFP1 (human) receptor agonism; HEK293T-RXFP1 cAMP TR-FRET, 30 min; response scale: percent of porcine relaxin response, buffer zero; Q9HBX9; hit rate 0.3% among 370,000; Potency, µM (titrated, usually from 57.5 µM), inactives show top-dose activation, most hits filed as activators; also: potency is read from the fitted curve at half-maximal effect; % is scaled to controls: 0 for no effect and ±100 for the full control effect; nearly all actives have a fitted effect of over 60% in size; many of its hits are not listed in these tables
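cAMP rise read by TR-FRET after 30 min, 37C compound exposure (up to 58 uM) in RXFP1-transfected HEK293 cells with Ro 20174 present. EC50 from Hill-equation fits, with 29 nM porcine relaxin as 100% and buffer as basal.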
Vif-A3F inh: inhibitors of Vif-A3F interaction. HeLa A3F-eYFP + Vif (tagged APOBEC3F with the HIV-1 protein that degrades it), YFP fluorescence increase. Potency, µM (titrated, usually from 46.1 µM), for the others: at the top dose activity, negative = active. hit rate 0.2% among 390,000. AID 602313; also: potency is read from the fitted curve at half-maximal effect; % of control where 0% means no effect; nearly all actives have a fitted effect of over 65% in size
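HeLa cells stably expressing A3F-eYFP plus Vif, plated and incubated overnight at 37 deg C, then exposed to compounds overnight at 37 deg C. Blocked degradation read as raised yellow fluorescence (Ex 488/Em 500-530).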
D2 potentiator: positively modulates the human D2 dopamine receptor allosterically | P14416 | HEK293 T-REx D2, calcium flux, EC20 dopamine potentiation | potentiation, % at 10 µM | hit rate 0.34% among 340,000;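 active = potentiation over 3 SD above the plate norm, cut at about 30% in these data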; also: 0% is about no effect
Target sequence (P14416 whole entry, looked up): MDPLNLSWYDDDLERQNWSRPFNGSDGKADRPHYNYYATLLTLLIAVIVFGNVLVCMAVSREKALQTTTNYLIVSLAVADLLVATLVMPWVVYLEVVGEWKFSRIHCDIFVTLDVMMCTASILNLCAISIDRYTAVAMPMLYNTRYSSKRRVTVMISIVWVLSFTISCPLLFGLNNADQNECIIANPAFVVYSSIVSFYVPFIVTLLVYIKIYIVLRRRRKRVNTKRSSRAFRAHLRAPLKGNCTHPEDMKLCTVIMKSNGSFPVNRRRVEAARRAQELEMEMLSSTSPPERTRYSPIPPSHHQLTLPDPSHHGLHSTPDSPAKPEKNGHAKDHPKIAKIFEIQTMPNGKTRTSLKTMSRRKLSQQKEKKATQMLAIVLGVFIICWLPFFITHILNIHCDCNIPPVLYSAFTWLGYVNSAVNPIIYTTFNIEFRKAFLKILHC
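Calcium flux readout, no-wash dye, 1 read/s. Inducible HEK293 Trex D2 line, overnight 30 C. Compound alone 180 s (agonist flags), then EC20 dopamine, another 180 s to score potentiation.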
D1 antagonist: human D1 dopamine receptor antagonism. HEK293 TREx D1 cells, calcium flux, dopamine EC80; stronger effect = lower value. hit rate 3.2% among 360,000. activity change, negative = inhibition, % at 10 µM; in the data active = activity change below about -30%; also: % is scaled to controls: 0 for no effect and ±100 for the full control effect
Target sequence (P21728 whole entry, looked up): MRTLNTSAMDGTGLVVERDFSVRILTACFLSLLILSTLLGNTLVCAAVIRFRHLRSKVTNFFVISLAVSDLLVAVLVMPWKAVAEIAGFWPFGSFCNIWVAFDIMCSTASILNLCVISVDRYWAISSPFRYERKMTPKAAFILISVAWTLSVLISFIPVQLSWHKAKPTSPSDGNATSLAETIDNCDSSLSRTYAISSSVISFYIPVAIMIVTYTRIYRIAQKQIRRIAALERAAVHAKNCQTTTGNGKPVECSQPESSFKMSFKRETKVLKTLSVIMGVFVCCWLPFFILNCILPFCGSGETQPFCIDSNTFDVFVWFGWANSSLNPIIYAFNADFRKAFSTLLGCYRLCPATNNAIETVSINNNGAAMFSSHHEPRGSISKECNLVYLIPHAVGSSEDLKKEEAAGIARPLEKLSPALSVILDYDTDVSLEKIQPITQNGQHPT
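Antagonism measured as reduced calcium response to an EC80 dopamine addition following 180 s compound pre-read; cells were inducible HEK293 Trex D1 plated overnight at 30 C, read kinetically at 1 cycle/sec.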
D1 ag: activates the human D1 dopamine receptor; P21728; HEK293 T-REx D1 cells, calcium flux, agonist mode; activation, % at 2 µM; hit rate 1% among 360,000; AID 504660; in the data active = activation above about 30%; also: 0% is about no effect
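Agonism was scored from calcium flux recorded over 180 s (1 read/s) after pintool compound addition, following a 10-cycle baseline. Cells were inducible force-coupled HEK293 TREx D1, plated overnight at 30 C and loaded with no-wash calcium dye.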
D1 PAM: human D1 dopamine receptor positive modulation; HEK293 TREx D1 cells, calcium flux, dopamine EC20 potentiation; potentiation, % at 10 µM; hit rate 0.036% among 360,000; AID 504651; in the data active = potentiation above about 30%; also: 0% is about no effect
Glioma ERSR ind: ER stress response induction in glioma. U87-MG GRP78 promoter luciferase reporter, 16 h. Potency, µM, for the others: top-dose activation, actives largely listed as activators. hit rate 0.02% among 420,000. AID 602332; also: potency is read from the fitted curve at half-maximal effect; series mostly up to about 76 µM; % of control where 0% means no effect; nearly all actives have a fitted effect of over 35% in size
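ERSR induction read as luciferase luminescence (Bright-Glo, 10 min at room temperature) in stably transfected human U87-MG glioma cells exposed to compounds for 16 h, using GRP78 as sensor.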
RXFP1 antagonist: antagonists of human relaxin receptor RXFP1. hit rate 0.59% among 350,000. HEK293-RXFP1, relaxin-stimulated cAMP HTRF, 30 min; stronger effect = lower value. activity change, negative = inhibition, % at 57.5 µM. Q9HBX9;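 active = activity change of -60% or lower, but not beyond a set lower limit; inconclusive = change between -60% and -40%, or beyond the set limit; inactive = change above -40%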; also: % is scaled to controls: 0 for no effect and ±100 for the full control effect
Numbers without * were called inactive; ? = inconclusive; · = not tested or not shown. Unless noted, calls follow the shape of the dose curve; as a rule, active = well fitted curve in the direction sought with a large enough effect; inconclusive = small, poorly fitted or top-dose-only effect, or another doubt; inactive = no such curve, though single readings can be large; an effect the other way counts as inactive or inconclusive.

structure	Vif-APOBEC3G blk	D1 antagonist	RXFP1 antagonist	Glioma ERSR ind	D1 PAM	D1 ag	Vif-A3F inh	RXFP1 ag	D2 potentiator
CCCNC(=O)C(Cc1ccc(F)cc1)NC(=O)c1ccc(C#N)cc1 (stereo not drawn)	1%	18	·	-5%	1	-1	2%	-0.9%	0
Cc1ccccc1OCCC(=O)Nc1ccc(N2CCOCC2)cc1N1CCOCC1	-1%	5	-1	-2%	8	2	4%	1.2%	0
Cc1noc(C)c1C(=O)N(C)Cc1ccccc1	3%	8	-5	-1%	3	3	-5%	-0.6%	-6
COc1ccc(N2CCN(C(=O)[C@H](C)NC(=O)c3ccccc3Cl)CC2)cc1	1%	25	5	1%	0	0	0%	-5.7%	-8
O=C(NCC1CCCCC1)c1cccc(Br)c1	2%	6	-14	0%	-5	6	-25%	-1.7%	·
O=C(C=CC=Cc1ccccc1)c1ccc([N+](=O)[O-])cc1	-1%	·	8	-4%	·	·	-7%	·	·
CCOC(=O)C1=C(CN2CCC(C)CC2)NC(=O)NC1c1ccc(OC(C)C)cc1 (stereo not drawn)	-6%	13	·	-3%	3	-1	-1%	0.2%	2
O=C(c1ccc(F)cc1Cl)N1CCN(S(=O)(=O)c2cccs2)CC1	3%	1	6	-1%	2	5	3%	-2.4%	2
O=C(O)c1ccccc1S	·	8	8	-4%	-2	1	·	3.5%	-4
CN1CCN(C(=O)C2=C[C@@H](c3ccc(C(F)(F)F)cc3)C[C@@H](OCCCCO)O2)CC1	1%	4	·	5%	-1	11	3%	0.6%	4
CCOC(=O)C1CCN(C(=O)C(CCSC)NC(=O)c2ccccc2OC)CC1 (stereo not drawn)	6%	-27	8	0%	-9	2	8%	0.4%	-10
Cn1c(=O)n(C)c2cc(N3CCOCC3)c(NC(=O)c3cccc(Cl)c3)cc21	1%	-12	-39	-4%	-4	1	-4%	-1.7%	0
Cc1cc(NC(=O)c2cc3ccccc3oc2=O)no1	1%	15	-1	-2%	-1	0	2%	-1.3%	0
CCOc1cc(/C=C2\CCC/C(=C\c3cc(Cl)c(O)c(OCC)c3)C2=O)cc(Cl)c1O	3.2µM*	5	-69*	-15%	-1	14	?	-0.2%	-2
O=C1CC(c2ccc3c(c2)OCO3)Sc2nc3ccccc3n21 (stereo not drawn)	3%	-1	-22	-2%	4	0	-2%	5.3%	11
O=C(CN1CCN(c2ccc(O)cc2)CC1)Nc1ccc(S(=O)(=O)N2CCCC2)cc1	0%	·	4	-4%	·	·	0%	·	·
O=C(Cn1[nH]c(=O)c2ccccc2c1=O)OCC(=O)c1ccc(F)c(F)c1	-1%	·	1	-2%	·	·	0%	·	·
CCCCCOC(=O)NC1CCS(=O)(=O)C1 (stereo not drawn)	3%	3	-4	-3%	-7	2	-2%	1.6%	·
COc1ccc(OC)c(S(=O)(=O)N2CCN(c3ccccn3)CC2)c1	-2%	-19	0	0%	0	7	-4%	-0.4%	4
COc1ccc(OC)c(C2=NS(=O)(=O)N(C)C(C(=O)N3CCC4(CC3)OCCO4)=C2)c1	-1%	-29	1	-1%	2	2	0%	0.7%	-5
CC(=O)N(C)c1ccc(NC(=O)Nc2ccc(C)cc2)cc1	2%	-4	1	12%	-4	4	2%	0.5%	0
COc1ccccc1NC(=O)CSc1nnc(CC(=O)Nc2ccccc2F)n1C	-3%	2	3	-1%	·	4	6%	0.5%	·
O=C(COc1ccccc1Cl)NCCNC(=O)c1ccncc1	0%	12	-23	-1%	-1	1	6%	-0.3%	13
CC(C)Oc1ccc(C(=O)N2CCN(C(=O)c3ccco3)CC2)cc1	3%	11	-11	-5%	-2	3	-4%	0.5%	8
NC(=O)CC(NC(=O)Cc1cccc2ccccc12)c1ccc(N2CCN(c3ccccn3)CC2)c([N+](=O)[O-])c1 (stereo not drawn)	0%	-5	·	-5%	-1	4	4%	-3.8%	·
Cc1c(CCC(=O)NCCc2ccccc2F)c(=O)oc2cc(O)ccc12	0%	4	1	2%	-1	-1	-2%	7.0%	-14
Cc1cccn2c(=O)c(/C=C(\C#N)c3nc4ccccc4[nH]3)c(Oc3ccc(C(C)(C)C)cc3)nc12	1%	21	-1	-2%	-7	6	-8%	-1.5%	-2
COc1ccc(-c2noc(COc3ccc4ccccc4c3Br)n2)cc1OC	4%	11	7	-3%	-5	0	3%	8.4%	1
O=C(NC1CCN(Cc2ccccc2)CC1)c1ccccc1	1%	-19	14	1%	-21	2	4%	0.6%	-26
COP1(=O)C[C@@H](O)[C@@H](O)[C@@H](COCc2ccccc2)O1 (stereo partly drawn)	0%	4	·	0%	-4	3	2%	0.0%	10

Next compounds.
structure	Vif-APOBEC3G blk	D1 antagonist	RXFP1 antagonist	Glioma ERSR ind	D1 PAM	D1 ag	Vif-A3F inh	RXFP1 ag	D2 potentiator
O=C(NCc1nnc(SCC(=O)N2CCc3ccccc32)o1)c1ccco1	-9%	3	-1	-2%	0	2	-6%	3.2%	2
Cc1ccc(C(=O)NCCCN2CCOCC2)cc1S(=O)(=O)N1CCCCC1	5%	2	-4	-6%	-6	3	-15%	0.7%	-1
COc1ccccc1CNC(=O)c1cc(S(=O)(=O)N2CCCCC2)c[nH]1	-1%	3	·	-3%	-5	5	-7%	-5.2%	9
CCC(C)(C(=O)NC1CCCCC1)N(C(=O)CNC(=O)c1ccccc1)c1c(C)n(C)n(-c2ccccc2)c1=O (stereo not drawn)	-5%	0	-11	-1%	1	10	-4%	2.1%	4
Cc1cc(NC(=O)CCC(=O)N(Cc2ccccc2)C(C(=O)NC2CCCC2)c2ccc(C)o2)no1 (stereo not drawn)	-1%	-16	6	-3%	-8	1	7%	-0.1%	9
Cc1ccc(NCc2nnc3n2CCCCC3)cc1Cl	-1%	-9	·	-1%	-2	1	-2%	3.9%	-5
CC(=O)Nc1n[nH]c(-c2ccc(C)cc2)c1C	0%	1	-6	4%	5	3	2%	0.4%	-2
CCOc1ccccc1CN1CCNC(=O)C1CC(=O)NCCN1CCOC1=O (stereo not drawn)	3%	8	26	4%	-2	-1	3%	0.4%	3
CCNS(=O)(=O)c1ccc(CCC(=O)Nc2ccc3c(c2)OCO3)cc1	0%	-18	10	-4%	-2	1	7%	2.2%	9
CCOc1ccc(N2C(=O)CC(NC3CCN(C(=O)c4ccc(F)cc4)CC3)C2=O)cc1 (stereo not drawn)	-2%	-2	6	-6%	4	0	2%	-1.0%	2
On1c(-c2ccccc2)nc2ccccc21	7%	-10	-2	-4%	-2	3	-8%	-2.1%	13
CN(C)C(CNS(=O)(=O)c1cc([N+](=O)[O-])ccc1Cl)c1ccco1 (stereo not drawn)	1%	·	11	-2%	·	·	-12%	·	·
Cc1c(C#N)c2ncn(CC#N)c(=O)c2n1-c1ccccc1	0%	-6	-9	-3%	-2	1	0%	-0.4%	7
Cc1cccc(NC(=O)c2nc[nH]c2C(=O)N[C@@H](Cc2ccccc2)C(=O)OC(C)(C)C)c1	-15%	-9	·	13%	-4	4	-11%	6.6%	-3
COc1ccc(CCNC(=O)c2ccc3nc4cc(Cl)ccc4c(=O)n3c2)cc1OC	1%	-14	8	0%	2	1	-20%	3.5%	-3
Cc1ccc(NC(=O)c2cc(NC(=O)c3ccco3)ccc2N2CCOCC2)cc1	1%	-1	-8	-1%	-1	-1	-3%	-0.6%	6
O=C1NCCCc2nc(Oc3ccccc3)sc21	1%	-7	-3	-6%	-2	3	·	0.9%	-4
O=C(NCCC(=O)N1CCN(c2ccc(F)cc2)CC1)c1ccco1	-1%	11	2	-3%	2	5	-14%	-1.0%	2
COC(=O)c1ccccc1NC(=O)COC(=O)[C@H](C)NC(N)=O	0%	-10	-16	-4%	3	6	3%	2.6%	2
COc1ccc(NC(=O)c2sc3nc(N4CCCC4)c4c(c3c2N)CC(C)(C)OC4)c(OC)c1	1%	-12	0	-2%	-1	2	-12%	12%	1
Cc1ccc(C(C(=O)NCc2ccco2)N(C(=O)CNC(=O)c2cccs2)c2c(C)cccc2C)cc1 (stereo not drawn)	-2%	-26	18	-2%	-9	3	4%	-1.2%	-25
COc1cccc(-n2c(-c3ccco3)nc3nc4ccccc4nc32)c1	2%	-13	-3	3%	-2	0	2%	0.1%	-13
NS(=O)(=O)c1ccc(CCNC(=O)C2CCN(C(=O)Nc3ccccc3)CC2)cc1	0%	·	1	-1%	·	·	-30%	·	·
O=C(CNC(=O)c1cccs1)N/N=C/c1ccc(O)cc1O	2%	-3	-4	-4%	1	1	17%	2.6%	·
COc1ccc(CNC(=O)CCS(=O)(=O)c2ccc3c(c2)NC(=O)C(C)S3)cc1 (stereo not drawn)	0%	-1	27	-3%	-1	1	0%	-0.1%	5
Cc1ccc(N(CC(O)CN2CCCCC2)S(=O)(=O)c2ccc(C)cc2)cc1 (stereo not drawn)	2%	8	-9	-3%	5	0	9%	-0.3%	-29

These rows are one share of the data; the hit share may differ from the screen's.
